Screening data from PubChem.
Apoferritin bind: qHTS Assay for Identification of Novel General Anesthetics; apoferritin/1-aminoanthracene competitive binding, fluorescence; Ferritin light chain (Equus caballus), P02791; 0.074% of 350,000 active; Potency, µM (top dose mostly 77.5 µM), for inactives: at the highest dose activity change, negative = displacement, hits mostly inhibitors; AID 485281, 2010; active = well fitted inhibition curve with a large enough effect; inconclusive = small, poorly fitted or top-dose-only effect; inactive = no such curve, though single readings can be large or run the other way; also: nearly all actives have a fitted effect of over 20% in size
Target sequence (P02791 2-175 limits assumed): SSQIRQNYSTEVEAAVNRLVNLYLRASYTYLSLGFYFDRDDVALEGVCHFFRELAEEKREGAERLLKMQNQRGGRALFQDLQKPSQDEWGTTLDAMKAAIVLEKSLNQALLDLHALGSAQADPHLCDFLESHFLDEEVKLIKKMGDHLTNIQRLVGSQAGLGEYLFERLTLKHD
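Probe: 1-aminoanthracene (50% saturated, PBS). Protein: horse-spleen apoferritin, 10 uM. Incubation: 10 min, room temperature. Detection: 380 nm excitation, 535 nm emission. Analysis: normalized response, four-parameter Hill.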
* = called active by the depositor; ? = inconclusive; & = joins results of further samples; [ ] = remark or other dose. % is scaled to controls: 0 for no effect and ±100 for the full control effect; potency is read from the fitted curve at half-maximal effect.

SMILES	Apoferritin bind
Cc1cc2c(c(C)c1Cl)C(c1ccc3c(c1)OCO3)CC(c1ccccc1)O2 (configuration not stated)	-12.5%&-1.3%
COC(=O)c1ccc(C(NC(=O)OCc2ccccc2)/C(F)=C/[C@@H](C)C(=O)NCc2cc(F)cc(F)c2)cc1 (some centres not stated)	-6.2%
CCC1=C2CC[C@H]3C(=O)N(CC(=O)OC)C(=O)[C@H]3[C@H]2[C@@]2(C)C(=O)N(CC3CC3)C(=O)N2C1=O	-2.3%
O=C(C1CCCCC1)N(CCN1CCN(c2ccccc2CO)CC1)c1ccccn1	-2.9%
CCCCCCCCCCCCCCCC(=O)N[C@@H](COP(=O)(O)O)C(=O)O	-11.2%&-0.7%
Cc1cnc(C(=O)O)c[n+]1[O-]	-0.8%
COc1ccccc1CNc1ncnc2ccc(-c3ccc(N(C)C)cc3)cc12	-21.1%
CC(=O)Nc1ccn(C2OC(C(COC(C)=O)NC(=O)C(CCCCNC(=O)OCc3ccccc3)NC(=O)OC(C)(C)C)C(OC(C)=O)C2OC(C)=O)c(=O)n1 (configuration not stated)	-10.9%
CC(=O)OCC(NC(=O)C(Cc1ccccc1)NC(=O)OC(C)(C)C)C1OC(n2ccc(=O)[nH]c2=O)C(OC(C)=O)C1OC(C)=O (configuration not stated)	-1.8%
CC(=O)c1ccc(C2C=CC(Oc3ccc(F)cc3C)C(CO)O2)cc1 (configuration not stated)	-10.3%[15.3 µM]
O=S(=O)(NCCc1ccccc1)c1ccccc1Br	?
C/C(CCN1CCCCc2nc(C)c(C)cc21)=N\O[C@@H](C)c1cc(-c2c(C)cc(C)cc2C)no1	1.1%[15.3 µM]
C=C1OC(CO)(n2cnc3c(N)ncnc32)C(O)C1O (configuration not stated)	6.4%
CNC1=CN(O)C(c2ccccc2)=c2cc(Cl)ccc2=N1	0.5%
N[C@H](C(=O)O)[C@H](O)C(=O)O	14.4%
NC(C(=O)O)(c1ccc(P(=O)(O)O)cc1)C1CC1 (configuration not stated)	18.1%
COC(=O)C1=C(C)N(Cc2ccccc2)C2=C(C(C)=O)C[C@@](O)(C(=O)OC)C(=O)N2C1c1ccccc1 (some centres not stated)	-8.2%&-5.7%[15.3 µM]
COC(=O)C1=C[C@@H](C(=O)OC)[C@@H]2C3=C(C(=O)[C@@]2(C)NC(=O)c2ccccc2)[C@H](C)[C@@H]2C(=O)N(c4ccccc4)C(=O)[C@@H]2[C@@H]3C1	-3.1%
O=C(OC[C@@H](O)CO)c1ccccc1Nc1ccnc2cc(Cl)ccc12	5.7%[29.3 µM]
CC(C)(O)C1CC[C@@]2(C)C3CCC4[C@@]5(C)CCCC(C)(C)C5C(O)C[C@]4(C)[C@]3(C)CC[C@@H]12 (some centres not stated)	3.3%
COc1ccc(CNc2nc(NCc3ccc(OC)cc3)c3ncn(C(C)C)c3n2)cc1	64.0%[activator]
C/C=C1\COC(C(=O)NCCN2CCOCC2)(C(F)(F)F)C=C1C=C1CCCCC1 (configuration not stated)	-8.8%
CC(C)c1ccc2c(c1)CCC1C(C)(C(N)=O)CCCC21C (configuration not stated)	-17.2%
CSCC[C@H](NC(=O)[C@H](CC(C)C)NC(=O)CNC(=O)[C@H](Cc1ccccc1)NC(=O)[C@H](Cc1ccccc1)NC(=O)[C@H](CCC(N)=O)NC(=O)[C@H](CCC(N)=O)NC(=O)[C@@H]1CCCN1C(=O)[C@H](CCCCN)NC(=O)[C@@H]1CCCN1C(=O)[C@H](CCCN=C(N)N)NC(=O)CCCCC1SCC2NC(=O)NC21)C(N)=O (some centres not stated)	-3.6%
COC(=O)[C@@]1(Cc2ccc(F)cc2)[C@H]2c3cc(C(=O)N(C)C)n(C)c3C[C@H]2CN1C(=O)c1ccccc1	-19.3%
CC[C@H](C)[C@H](NC(=O)CNC(=O)[C@H](CCCNC(=N)N)NC(=O)CNC(=O)[C@@H](NC(=O)[C@H](Cc1ccc(O)cc1)NC(=O)[C@H](Cc1c[nH]c2ccccc12)NC(=O)[C@H](C)NC(=O)[C@@H]1CCCN1C(=O)[C@H](CC(N)=O)NC(=O)[C@@H](NC(=O)[C@H](CC(=O)O)NC(=O)[C@@H]1CCCN1C(=O)[C@@H](N)[C@@H](C)O)[C@@H](C)CC)[C@@H](C)O)C(=O)N[C@@H](CCCNC(=N)N)C(=O)N1CCC[C@H]1C(=O)N[C@H](C(=O)NCC(=O)N[C@@H](CCCNC(=N)N)C(=O)N[C@@H](Cc1ccccc1)C(N)=O)C(C)C	4.6%
N[C@H]1CCN(O)C1=O	-4.6%
COc1ccc(C2/C=C\CN(CC3CCCCC3)C(Cc3ccccc3)C(=O)N2Cc2ccc(F)cc2)cc1 (configuration not stated)	-0.6%
Cc1ccccc1-c1cncnc1NCCN1CCOCC1	-0.5%
OC[C@H]1O[C@@H](n2cnc3c(NC4CCCCC4)ncnc32)[C@H](O)[C@@H]1O	-11.2%
CC(C)C[C@H](NC(=O)[C@H](CCCCN)NC(=O)CNC(=O)[C@H](CC(C)C)NC(=O)[C@@H](NC(=O)[C@@H]1CSSC[C@H](N)C(=O)N[C@@H](CO)C(=O)N[C@@H](CC(N)=O)C(=O)N[C@@H](CC(C)C)C(=O)N[C@@H](CO)C(=O)N[C@@H]([C@@H](C)O)C(=O)N1)C(C)C)C(=O)N[C@@H](CO)C(=O)N[C@@H](CCC(N)=O)C(=O)N[C@@H](CCC(=O)O)C(=O)N[C@@H](CC(C)C)C(=O)N[C@@H](Cc1cnc[nH]1)C(=O)N[C@@H](CCCCN)C(=O)N[C@@H](CC(C)C)C(=O)N[C@@H](CCC(N)=O)C(=O)N[C@H](C(=O)N[C@@H](Cc1ccc(O)cc1)C(=O)N1CCC[C@H]1C(=O)N[C@@H](CCCNC(=N)N)C(=O)N[C@H](C(=O)N[C@@H](CC(N)=O)C(=O)N[C@H](C(=O)NCC(=O)N[C@@H](CO)C(=O)NCC(=O)N[C@H](C(=O)N1CCC[C@H]1C(N)=O)[C@@H](C)O)[C@@H](C)O)[C@@H](C)O)[C@@H](C)O	-2.7%
NC(C(=O)O)c1cc(O)c(Cl)c(O)c1 (configuration not stated)	4.8%
CCOC(=O)C(CCc1ccccc1)NC1CCc2ccccc2N(CC(=O)O)C1=O (configuration not stated)	-0.7%&27.6%
COc1ccc2[nH]cc(CCNc3ncncc3-c3ccccc3CN(C)C)c2c1	-12.8%
CCC(=O)[C@@]1(O)C(=O)N2C(=C3C(=O)OCCC31)N(Cc1ccccc1)C(C)=C(C(=O)OC)C2c1ccccc1 (some centres not stated)	-2.6%[15.3 µM]
CC(C)=CCC[C@](C)(O[C@@H]1O[C@H](CO)[C@@H](O)[C@H](O)[C@H]1O)[C@H]1CC[C@]2(C)[C@@H]1[C@H](O)C[C@@H]1[C@@]3(C)CC[C@H](O[C@@H]4O[C@H](CO)[C@@H](O)[C@H](O)[C@H]4O[C@@H]4O[C@H](CO)[C@@H](O)[C@H](O)[C@H]4O)C(C)(C)[C@@H]3[C@@H](O)C[C@]12C	-3.6%
CCCn1c(-c2ccc(F)cc2)nc2c(NCCN3CCCC3)nc(C)nc21	1.9%
CC(=O)Nc1ccc(SCC(CC(C)C)N2CCN(CC(C)C)CCC2=O)cc1 (configuration not stated)	-7.0%
O=C(c1ccc2c(c1)OCO2)N1CCCCC1	-6.8%
CC(=O)OC1CC(OC(C)=O)[C@]2(C)C(CC(=O)[C@]3(C)C2CC[C@@]2(C)C(c4ccoc4)OC(=O)C4O[C@@]423)C1(C)C (some centres not stated)	-3.0%
CC(N)(C(=O)O)c1ccc(P(=O)(O)O)cc1 (configuration not stated)	-7.6%
Cc1cccc(CNc2ncncc2-c2cccc(C#N)c2)c1	-7.3%
CCCCCCCCCCCCC(C(=O)O)C(C)C(=O)O (configuration not stated)	4.8%
COC(=O)C(C(=O)OC)C1O[C@@]23COCCC2(C)C3c2ccccc21 (some centres not stated)	-9.5%[15.3 µM]
C=C1c2cccc(OC)c2O[C@H](C(=O)OCC)[C@@H]1CCCCCC	27.6%[110 µM]

Reprinted at random: 3 compounds from above, in no set order.
SMILES	Apoferritin bind
CCOC(=O)C(CCc1ccccc1)NC1CCc2ccccc2N(CC(=O)O)C1=O (configuration not stated)	-0.7%&27.6%
NC(C(=O)O)c1cc(O)c(Cl)c(O)c1 (configuration not stated)	4.8%
CCCCCCCCCCCCC(C(=O)O)C(C)C(=O)O (configuration not stated)	4.8%

Additional entries follow.
SMILES	Apoferritin bind
CCOC(=O)C1Oc2ccccc2C(c2ccc(F)cc2)=C1C(=O)OC (configuration not stated)	-18.0%[110 µM]
CC(=O)S[C@H]1CC2=CC(=O)CC[C@@]2(C)[C@H]2CC[C@@]3(C)[C@H](CC[C@]34CCC(=O)O4)[C@@H]12	5.2%[29.3 µM]
Cc1ccc(S(=O)(=O)N2CCC(=O)N([C@H](COCc3ccccc3)Cc3ccccc3)CC2)cc1	109.9%[activator]
COC(=O)/C=C/C1c2ccccc2C(OC)C1C (configuration not stated)	-7.4%[15.3 µM]
CNC1=C(Br)C(=O)c2ccncc2C1=O	2.1%
CCCCCCc1ccc(C(=O)CCN(C)C)cc1	?
CCC1=C2CC[C@H]3C(=O)N(CC(=O)OC)C(=O)[C@H]3[C@H]2[C@@]2(Cc3ccccc3)C(=NCCOC)OC(=O)N2C1=O	-4.1%
CN1CCN(c2nc(-c3cccc(NS(C)(=O)=O)c3)nc3ccccc23)CC1	-10.1%
COc1ccccc1-c1cncnc1NCCc1cnc[nH]1	2.2%
CN(C)CC[C@H](c1ccc(Cl)cc1)c1ccccn1	2.3%[29.3 µM]
COc1ccc(CNc2nc(-c3ccccc3CN(C)C)nc3ccccc23)c(OC)c1	-18.0%
COC(=O)c1ccc(C(/C=C/[C@@H](C)C(=O)N(C)Cc2ccccc2)NC(=O)OCc2ccccc2)cc1 (some centres not stated)	-5.8%
CCOC(=O)C1=C(C)NC(C)=C(C(=O)OC)[C@@H]1c1cccc([N+](=O)[O-])c1	-10.9%[29.3 µM]
CC(C)=CC[C@@H](O)C1=CC(=O)c2c(O)ccc(O)c2C1=O	?
c1ccc(COC[C@@H]2CO2)cc1	-0.8%
CCC1=C2CC[C@H]3C(=O)N(c4ccccc4)C(=O)[C@H]3[C@H]2[C@@]2(Cc3ccccc3)C(=O)N(CC(=O)OC)C(=O)N2C1=O	-9.7%
CCCCC/C=C\C/C=C\CCCCCCCC(=O)NCC(=O)O	-2.5%
Cc1ccc(C2CC(=O)Oc3ccc(C(C)(C)C)cc32)cc1 (configuration not stated)	-5.9%[110 µM]
N#CC(C#N)=C(N)/C(C#N)=C/c1ccc2[nH]ccc2c1	-8.4%&-9.7%
O=C(NC(NC(=S)Nc1ccc(F)c([N+](=O)[O-])c1)C(Cl)(Cl)Cl)C(c1ccccc1)c1ccccc1 (configuration not stated)	-11.2%&-9.3%
NCCCCN	7.4%
COC(=O)[C@@]1(Cc2ccc(F)cc2)[C@H]2c3cc(C(=O)N4CCCC4)n(CCSCCO)c3C[C@H]2CN1C(=O)c1ccccc1	-17.3%
COc1ccco1	-3.1%
Cc1noc(-c2ccc(CSCCC(=O)O)cc2)c1NC(=O)OC(C)c1ccccc1Cl (configuration not stated)	-6.9%
COc1ccc(C2/C=C\CC(NC(=O)OCC3c4ccccc4-c4ccccc43)CC(=O)N2Cc2ccccc2F)cc1 (configuration not stated)	-13.8%
CC(C)NCC(O)COc1ccccc1-n1cccc1 (configuration not stated)	-16.6%
CCCC[C@@H]1C[C@H]1C(NS(=O)(=O)c1cccc2cccnc12)c1ccc(-c2ccccc2)cc1 (some centres not stated)	-12.2%
CC1(C)Oc2ccc(C#N)cc2[C@@H](OC2=CC(=O)CC2)[C@@H]1O	2.4%&-0.5%
COc1cc(O)c(C(=O)/C=C\c2ccc3c(c2)OCO3)c(OC)c1	-4.7%[15.3 µM]
O=C(Cl)COCc1ccccc1	-12.2%
CC(=O)OCC1OC(C#Cc2ccc(Cl)cc2)C=CC1OC(C)=O (configuration not stated)	5.6%&-4.4%[15.3 µM]
O=C(O)Cc1cccc(OCCCN(Cc2cccc(C(F)(F)F)c2Cl)CC(c2ccccc2)c2ccccc2)c1	4.9%
CC(Cc1ccccc1)C(=O)NCCc1c[nH]c2ccccc12 (configuration not stated)	0.5%
CCCCCCCCCCCC(CC1OC(=O)C1CCCCCC)OC(=O)C(CC(C)C)NC=O (configuration not stated)	-12.6%
CN(Cc1ccco1)c1ccnc(-c2cccc(NS(C)(=O)=O)c2)n1	-4.3%
C[C@@]1(C(NC(=O)Cc2ccccc2)c2ccc(-c3ccccc3)cc2)C[C@H]1C1CCCCC1 (some centres not stated)	-1.4%
Cc1cc(C(=O)N[C@@H](c2ccccc2)[C@]2(C)C[C@H]2[C@@H](C)C(=O)Nc2ccc3ccccc3c2)n(C)n1	-3.8%
OC[C@H]1O[C@@H](n2cnc3c(N[C@H]4C[C@H]5CC[C@@H]4C5)ncnc32)[C@H](O)[C@@H]1O	1.2%
COC(=O)C/C=C\[C@@H](C)[C@@H](/C=N\OC[C@@H](C)[C@H](OCc1ccccc1)C(C)C)OC	-4.2%[15.3 µM]
COc1ccccc1C1CC(=O)Oc2cc(OC)c(OC)c(OC)c21 (configuration not stated)	-4.7%[110 µM]
c1ccc(-c2nn[nH]n2)c(Nc2cccc3c2CCCC3)c1	0.6%

Nothing new here: four of the compounds above.
SMILES	Apoferritin bind
CCCCCCCCCCCC(CC1OC(=O)C1CCCCCC)OC(=O)C(CC(C)C)NC=O (configuration not stated)	-12.6%
CN(Cc1ccco1)c1ccnc(-c2cccc(NS(C)(=O)=O)c2)n1	-4.3%
C[C@@]1(C(NC(=O)Cc2ccccc2)c2ccc(-c3ccccc3)cc2)C[C@H]1C1CCCCC1 (some centres not stated)	-1.4%
Cc1cc(C(=O)N[C@@H](c2ccccc2)[C@]2(C)C[C@H]2[C@@H](C)C(=O)Nc2ccc3ccccc3c2)n(C)n1	-3.8%

The list is partial. The share of hits here may be higher or lower than overall.
